Screening results: PubChem BioAssay, National Center for Advancing Translational Sciences (NCATS)
Mm-Cpn inhibitor – inhibitors of Methanococcus maripaludis chaperonin (MmCpn); purified Mm-Cpn ATPase, ADP Transcreener TR-FRET; Potency, µM (top dose mostly 76.9 µM), inactives show at the highest dose activity, negative = inhibition, usual class: inhibitors; 330,000 tested, 0.031% active; AID 504842; note: potency is the fitted concentration of half-maximal effect; % is set by controls: 0 for no effect and ±100 for the full control effect; nearly all actives have a fitted effect of over 80% in size
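Purified archaeal Mm-CPN (25nM final) preincubated 10 min at 37degC with compound, then 10uM ATP for 30 min at 37degC; ADP measured by HTRF Transcreener TR-FRET; buffer 30 mM TRIS pH 7.4, 100mM KCl, 5mM MgCl2, 1mM DTT.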
EPAC1 antag – EPAC1 (human) antagonism; EPAC1 GEF assay, Rap1b-BODIPY-GDP exchange fluorescence; O95398; 360,000 tested, 0.14% active; Potency, µM (highest dose often 115 µM), for inactives: at the top dose activity change, negative = inhibition, actives largely listed as inhibitors;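 note: potency is the fitted concentration of half-maximal effect; plate controls were vehicle for no effect and positive control for full effect; nearly all actives have a fitted effect of over 50% in size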
EPAC2 antagonist – antagonists of human EPAC2; 360,000 tested, 0.18% active; Q8WZA2; Potency, µM (titrated, usually from 114 µM), inactives show at the top dose activity, negative = inhibition, most hits filed as inhibitors; EPAC2 GEF exchange of Rap1B-BODIPY-GDP, fluorescence; note: potency is the fitted concentration of half-maximal effect; % is set by controls: 0 for no effect and ±100 for the full control effect; nearly all actives have a fitted effect of over 45% in size; many of its hits are not listed in these tables
EPAC1 agonist – EPAC1 (human) agonism; EPAC1 agonist qHTS, biochemical assay; response scale: 100% = response to 6.5 mM cAMP; Potency, µM (top dose mostly 154 µM), without a hit: at the top dose activation, hits mostly activators; AID 720707; O95398; 360,000 tested, 0.073% active; note: potency is the fitted concentration of half-maximal effect; nearly all actives have a fitted effect of over 60% in size
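Fluorescent GDP-exchange assay: 100 nM EPAC1 with 250 nM Rap1B preloaded with BODIPY-GDP and 50 uM GDP; compounds tested as concentration series, 5 min at room temperature, then read every 5 min for 30 min (ex 480/em 540 nm); normalized to 6.5 mM cAMP.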
WRN inhibitor – blocks human WRN helicase. Potency, µM (top dose mostly 114 µM), for the others: at the top dose activity change, negative = inhibition, hits mostly inhibitors. Q14191. 360,000 tested, 0.46% active. AID 651768. WRN helicase unwinding, fluorescent forked duplex, kinetic; note: potency is the fitted concentration of half-maximal effect; % is set by controls: 0 for no effect and ±100 for the full control effect; nearly all actives have a fitted effect of over 55% in size
Target sequence (Q14191 whole entry, looked up): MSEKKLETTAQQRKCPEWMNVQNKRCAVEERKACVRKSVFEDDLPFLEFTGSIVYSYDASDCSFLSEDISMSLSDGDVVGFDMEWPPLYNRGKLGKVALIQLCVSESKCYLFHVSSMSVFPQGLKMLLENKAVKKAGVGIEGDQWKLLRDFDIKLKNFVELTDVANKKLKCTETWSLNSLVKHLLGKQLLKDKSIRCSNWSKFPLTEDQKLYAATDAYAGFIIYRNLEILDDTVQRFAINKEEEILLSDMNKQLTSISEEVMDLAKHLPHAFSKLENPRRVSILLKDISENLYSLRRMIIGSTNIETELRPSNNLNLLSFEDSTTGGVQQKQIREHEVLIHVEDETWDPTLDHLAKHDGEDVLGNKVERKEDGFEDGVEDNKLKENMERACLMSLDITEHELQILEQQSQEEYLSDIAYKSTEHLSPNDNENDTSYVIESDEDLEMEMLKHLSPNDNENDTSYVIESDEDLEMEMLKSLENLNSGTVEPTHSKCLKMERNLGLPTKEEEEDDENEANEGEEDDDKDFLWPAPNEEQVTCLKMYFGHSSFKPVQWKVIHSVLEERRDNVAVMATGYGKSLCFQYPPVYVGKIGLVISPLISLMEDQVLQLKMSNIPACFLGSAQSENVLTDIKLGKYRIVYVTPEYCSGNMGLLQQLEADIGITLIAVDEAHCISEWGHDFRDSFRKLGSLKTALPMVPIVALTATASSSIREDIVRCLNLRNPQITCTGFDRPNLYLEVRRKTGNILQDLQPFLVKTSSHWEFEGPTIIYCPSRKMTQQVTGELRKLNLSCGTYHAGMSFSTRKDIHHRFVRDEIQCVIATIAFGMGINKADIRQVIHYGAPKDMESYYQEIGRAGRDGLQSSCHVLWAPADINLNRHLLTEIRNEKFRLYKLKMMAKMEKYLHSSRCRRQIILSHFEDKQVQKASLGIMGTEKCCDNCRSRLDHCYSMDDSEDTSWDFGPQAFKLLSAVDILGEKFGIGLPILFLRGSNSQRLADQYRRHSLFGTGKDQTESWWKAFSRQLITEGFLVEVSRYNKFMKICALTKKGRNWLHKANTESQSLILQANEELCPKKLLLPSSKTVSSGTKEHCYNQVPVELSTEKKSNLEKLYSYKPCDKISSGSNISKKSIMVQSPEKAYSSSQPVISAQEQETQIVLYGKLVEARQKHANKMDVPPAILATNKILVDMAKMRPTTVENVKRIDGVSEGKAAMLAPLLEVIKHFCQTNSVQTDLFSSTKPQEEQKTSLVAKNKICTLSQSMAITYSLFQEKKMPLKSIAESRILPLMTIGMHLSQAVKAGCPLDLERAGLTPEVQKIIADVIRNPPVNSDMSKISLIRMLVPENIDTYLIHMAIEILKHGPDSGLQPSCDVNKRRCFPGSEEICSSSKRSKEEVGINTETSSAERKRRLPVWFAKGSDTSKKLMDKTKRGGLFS
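WRN at 20 nM final was preincubated with compound for 15 min at room temperature; reaction started with 100 nM forked duplex oligonucleotide carrying fluorophore and quencher plus 2 mM ATP (final). Unwinding followed kinetically by red fluorescence (ex 525/em 598 nm).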
CCT modulator – modulators of cytosolic chaperonin (CCT/TRiC) activity | purified chaperonin ATPase assay, HTRF ADP detection, 30 min | activity change, % (concentration not given with the values), hits read low | 360,000 tested, 0.3% active | AID 651819; in the data active = activity change below about -30%; note: % is set by controls: 0 for no effect and ±100 for the full control effect
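ATPase activity: ADP formed was measured by HTRF Transcreener (665/615 nm ratio) after 30 min at 37 deg C with 10 uM ATP. Compounds screened at one 76 uM concentration against 40 or 20 nM TRiC in Tris pH 7.4/KCl/MgCl2/DTT buffer.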
PLK1 PBD block – blocks phosphopeptide binding to human PLK1 polo-box domain; P53350; Plk1 PBD binding of FITC phosphopeptide, fluorescence polarization; 360,000 tested, 2.8% active; Potency, µM, inactives show max response, negative = inhibition, usual class: inhibitors; note: potency is the fitted concentration of half-maximal effect; series mostly up to about 57 µM; % is set by controls: 0 for no effect and ±100 for the full control effect; nearly all actives have a fitted effect of over 65% in size
PI5P4K alpha inh – blocks human PI5P4K alpha kinase activity; P48426; PI5P4Kalpha enzyme, ADP-Glo luminescence, 60 min; active compounds read low; max response, %; 330,000 tested, 1.2% active; active = max response of -50% or lower; inconclusive = between -30% and -50%; inactive = -30% or higher; note: value at the top dose of about 77 µM; % is set by controls: 0 for no effect and ±100 for the full control effect
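ADP-Glo luminescence end-point after a 60 min room-temperature kinase reaction. PI5P4Kalpha and substrate in HEPES pH 7.4 buffer with EGTA, 0.1% CHAPS and 5% DMSO; ATP at 5 microM final.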
* = called active by the depositor; u = inconclusive; x = no result given; [ ] = remark or other dose. Unless noted, calls come from the whole dose curve; as a rule, active = well fitted curve in the direction sought with a large enough effect; inconclusive = small, poorly fitted or top-dose-only effect, or another doubt; inactive = no such curve, though single readings can be large; an effect the other way counts as inactive or inconclusive.

SMILES	Mm-Cpn inhibitor	EPAC1 antag	EPAC2 antagonist	EPAC1 agonist	WRN inhibitor	CCT modulator	PLK1 PBD block	PI5P4K alpha inh
COc1ccc(OC(=O)c2cnn(-c3ccccc3)c2C)cc1	2%	7%	16%	-6%	-10%	2.2	-4%	5
COC(=O)c1ccc(C23CC4(C2)[C@H](CN(Cc2cccnc2)[C@@H]4c2ccccc2)C3c2ccccc2)cc1 (stereo partly drawn)	0%	-5%	13%	-15%	-9%	-1.3	6%	-3
CC1CCCC(NC(=O)COC(=O)CCc2ccccc2)C1C (stereo not drawn)	0%	-6%	8%	3%	3%	2.0	3%	-1
O=C(CCCCCn1c(=S)[nH]c2cc3c(cc2c1=O)OCO3)N1CCN(c2ccccc2)CC1	-2%	5%	-4%	-5%	12%	0.2	-3%	3
CCN(CC)S(=O)(=O)c1ccc(NS(=O)(=O)c2ccc(F)cc2)cc1	0%	-23%	-11%	6%	-7%	-2.2	-7%	2
CC1CCc2nc(NC(=O)CN3CCN(c4ccccc4)CC3)sc2C1 (stereo not drawn)	0%	14%	0%[57.1 µM]	-2%	-14%	2.5	-9%	17
COCCN(C(=O)CCC(=O)Nc1cc(C)on1)C(C(=O)NC1CCCC1)c1ccccc1F (stereo not drawn)	0%	-11%	-12%	1%	-13%	2.1	-15%	4
CN(C1CCCCC1)S(=O)(=O)c1ccc2[nH]c(=O)oc2c1	2%	-15%	-11%	-12%	5%	-2.9	-26%	0
Cc1nc2ccc(S(=O)(=O)NCC(=O)N3CCOCC3)cc2s1	3%	-1%	-1%	5%	-10%	1.4	-5%	4
CCOC(=O)c1ccc2c(c1)n(CC)c(/C=C/N(C)c1ccccc1)[n+]2CC	1%	-5%	-12%	13%	9%	1.8	u	-8
CCCc1nc2ccccc2c2nc(N)nn12	1%	-11%	-5%	2%	-1%	-0.2	-8%	x
COc1ccc(Cl)cc1NC(=O)C(C)Sc1n[nH]c(N)n1 (stereo not drawn)	2%	-2%	-4%	-10%	-3%	0.7	-1%	-5
N#Cc1ccc2c(c1)NC(=O)C1CCCN21 (stereo not drawn)	1%	7%	-2%	13%	-13%	-1.4	-19%	3
CC(=O)c1cccc(NC(=O)Cc2ccc3c(c2)CCCC3)c1	-1%	-7%	0%	16%	-4%[57.1 µM]	1.1	u	x
O=S(=O)(Cc1ccccc1)NCC1CCCO1 (stereo not drawn)	-1%	-18%	-5%	6%	-8%	-0.2	-24%	x
O=C(COc1ccc2c3c(c(=O)oc2c1)CCC3)N1CCCC1	-2%	-8%	2%	10%	-1%	3.9	0%	1
N#Cc1nc(Cc2cccc3ccccc23)oc1NCc1ccc2c(c1)OCO2	0%	-13%	u	16%	-8%	-1.4	-2%	3
Cc1nonc1OCCn1nnnc1N	-1%	17%	8%	0%	2%	-0.3	-3%	x
Cc1ccnc(NC(=O)C2CCN(S(=O)(=O)c3c(C)c(C)cc(C)c3C)CC2)c1	4%	-11%	-8%	2%	-19%	-1.5	-18%	9
CN(Cc1ccccc1)C(=O)C(=O)c1cn(CC(=O)N2CCCC2)c2ccccc12	-1%	-27%	-3%	-2%	3%	-0.4	-2%	3
COc1ccc(C(C)=O)cc1COC(=O)CCCN1C(=O)c2ccccc2C1=O	0%	-8%	4%	-8%	2%	0.0	-29%	-6
O=[N+]([O-])c1ccc(N(CC2CO2)S(=O)(=O)c2ccccc2)cc1 (stereo not drawn)	0%	4%	4%	4%	-2%	0.1	-1%	1
C[C@H](CO)N1C[C@H](C)[C@@H](CN(C)C(=O)Nc2ccccc2)Oc2ccc(NC(=O)NC3CCCCC3)cc2C1=O	1%	u	-8%	-1%	-2%	-0.4	-11%	2
CC(=O)N1N=C(c2ccc3nccnc3c2)CC1c1ccccc1 (stereo not drawn)	0%	1%	-2%	0%	-1%	1.2	-5%	x
C=CCn1c(-c2sccc2C)n[nH]c1=S	-8%	-3%	3%	-9%	0%	1.5	-13%	-13
CC(C)CC1C(C#N)=C(N)SC(N)=C1C#N	-3%	0%	5%	9%	-21%	-0.5	25%	x
O=c1[nH]c(CSc2nc3ccccc3[nH]2)nc2c1cnn2-c1ccccc1	-1%	8%	10%	-3%	-2%	0.3	2%	3
COCOc1ccc(C2CC(=O)c3c(OCOC)cc(OCOC)cc3O2)cc1 (stereo not drawn)	x	2%	-28%	-25%	1%	0.3	-2%	5
CCc1ccc([C@@H]2CC(=O)[C@@H]3CN(S(=O)(=O)c4ccccc4)[C@H](c4ccc(OC)cc4)C[C@@H]3N2S(=O)(=O)c2ccc(C)cc2)cc1	x	-19%	15%	2%	0%	1.6	-1%	-3
C/C(=N\NC(=S)NC1CCCCC1)c1cccc(C(F)(F)F)c1	2%	0%	-1%	19%	-1%	0.0	-5%	25
CC(C)NC(=O)N(O)C1N(C(C)C)C(=O)N(Cc2ccc3c(c2)OCO3)C1(C)C (stereo not drawn)	0%	10%	-2%	10%	-3%	-2.9	-3%	5
COc1cc(CN2CCSCC2)c([N+](=O)[O-])cc1OC	1%	-21%	11%	-3%	-6%	-6.2	-8%	0
COC(=O)c1ccc(CSc2nnc(Nc3cccc(OC)c3)s2)o1	-2%	-3%	10%	-6%	-12%	1.0	u	-4
CC(=O)N1CCN(S(=O)(=O)c2cccc(C(=O)Nc3nc4c(s3)CCCC4)c2)CC1	-4%	1%	-13%	-1%	2%	1.2	-6%	5
CCS(=O)(=O)Nc1ccc(C2=NN(S(C)(=O)=O)C(c3cccs3)C2)cc1 (stereo not drawn)	0%	-1%	-1%	1%	4%	-0.2	-1%	1
CC(C)(C)NC(=O)c1cnn(-c2ccccc2)c1NC(=O)c1ccccc1	3%	-11%	9%	11%	-4%	5.3	-5%	x
Cc1ccc([C@@H]2C[C@H]3[C@@H](CN2S(=O)(=O)c2ccc(Cl)cc2)C(=O)C[C@@H](c2ccccc2F)N3S(=O)(=O)c2ccc(C)cc2)cc1	x	1%	1%	-1%	-4%	-0.4	7%	-2
O=C(Nc1nc2c(s1)CN(Cc1ccccc1)CC2)C1CCC1	-2%	-4%	1%	-4%	-1%	-1.5	-3%	4
N#CCc1ccc(OC(=O)Nc2ccccc2)cc1	1%	-8%	2%	9%	10%	0.5	-12%	3
O=CNc1cc(-c2ccsc2)cn2c(-c3ccccc3)cnc12	x	-15%	-16%	-4%	-8%[57.1 µM]	-0.8	u	-17

The final 3 compounds of the section before come first, to join the parts:
SMILES	Mm-Cpn inhibitor	EPAC1 antag	EPAC2 antagonist	EPAC1 agonist	WRN inhibitor	CCT modulator	PLK1 PBD block	PI5P4K alpha inh
O=C(Nc1nc2c(s1)CN(Cc1ccccc1)CC2)C1CCC1	-2%	-4%	1%	-4%	-1%	-1.5	-3%	4
N#CCc1ccc(OC(=O)Nc2ccccc2)cc1	1%	-8%	2%	9%	10%	0.5	-12%	3
O=CNc1cc(-c2ccsc2)cn2c(-c3ccccc3)cnc12	x	-15%	-16%	-4%	-8%[57.1 µM]	-0.8	u	-17
CCCN(C(=O)c1ccc([N+](=O)[O-])c(C)c1)c1c(N)n(Cc2ccccc2)c(=O)[nH]c1=O	2%	-17%	6%	5%	-4%	0.0	0%	6
O=CNc1cc(-c2ccccc2Oc2ccccc2)cn2c(-c3ccc(F)cc3)cnc12	x	3%	-1%	-1%	-12%	0.3	-8%	-8
Cc1ccc(-c2nc3ccccn3c2Nc2ccccc2)o1	-1%	0%	11%	-6%	-7%	-4.0	-24%	2
O=C1S/C(=C\c2ccc(O)c([N+](=O)[O-])c2)C(=O)N1Cc1cccc([N+](=O)[O-])c1	-2%	u	u	10%	-8%[11.6 µM]	-2.1	24µM*	-78*
CCOc1ccc(Nc2nc(Cc3nnc(SCC(=O)N(CC)CC)n3C)cs2)cc1	0%	3%	-4%	5%	2%	-1.7	-11%	-6
Cc1ccc(S(=O)(=O)NC(CC(=O)OCc2ccccc2)C(=O)OCc2ccccc2)cc1 (stereo not drawn)	x	-1%	3%	14%	0%	-2.2	-6%	0
CCOC(=O)C1CCCN(C/C(O)=C(\C#N)c2nc(-c3ccccc3)cs2)C1 (stereo not drawn)	-2%	-1%	6%	12%	-5%	-1.3	-17%	x
CC(C(=O)N1CCCC1)c1ccc([N+](=O)[O-])cc1 (stereo not drawn)	-2%	9%	-3%	1%	1%	-5.4	-13%	3
COc1cc(NC(=O)c2ccc(Cl)cc2Cl)ccc1NC(=O)c1cccs1	-2%	-10%	-1%	-3%	4%	-1.2	-10%	3
COc1ccc(N2CCN(CC(=O)N3N=CCC3c3ccccc3)CC2)cc1 (stereo not drawn)	-2%	-8%	2%	-3%	1%	0.4	-8%	0
CCC(=O)N(Cc1cc2ccccc2[nH]c1=O)C(C)C	1%	-2%	-4%	2%	4%	-4.6	0%	-1
CCNC(=S)NN=C1c2ccccc2-c2ccccc21	-3%	-4%	11%	7%	-1%	-3.9	-1%	11
COc1ccc(CN2C[C@@H](CO)O[C@@H](n3cnc4c(NC5CC5)ncnc43)C2)cc1	x	7%	15%	4%	0%	-2.3	-4%	0
CC(C)c1ccc(NC2CCCN(C(=O)CN3CCOC3=O)C2)cc1 (stereo not drawn)	0%	12%	6%	-10%	1%	-0.4	-4%	-2
Cc1ccc2cc(CN(CC(C)C)C(=O)C3CCCO3)c(=O)[nH]c2c1 (stereo not drawn)	1%	8%	1%	-2%	6%	-4.2	-8%	x
O=C1Nc2ccc(F)cc2C12Nc1ccccc1-c1nnc(SCc3ccccc3Cl)nc1O2 (stereo not drawn)	-3%	-5%	-10%	11%	-16%[11.6 µM]	-1.1	u	-7
CC(C)n1c(Nc2ccccc2)nc2ccccc21	-1%	u	0%	12%	1%	0.7	-5%	3
Fc1ccc2[nH]c3c(N4CCN(Cc5ccc6c(c5)OCO6)CC4)ncnc3c2c1	1%	-7%	-10%	17%	-15%	-1.2	0%	-8
O=C(CN1CCN(c2ccccc2)CC1)N1CCc2[nH]c3ccccc3c2C1	0%	-13%	0%	-5%	4%	-5.6	-5%	0
COC(=O)c1cc2occc2n1CC(=O)Nc1cc(OC)cc(OC)c1	-2%	1%	10%	-5%	-23%	3.3	3%	x
O=C(NCCN1CCOCC1)c1cc(-c2ccccc2)nc2ccccc12	x	-5%	9%	-22%	10%	0.1	2%	-3
O=C(Cn1c(=O)oc2ccccc21)NCCc1ccccc1	0%	-3%	15%	7%	2%	1.3	-7%	-4

An excerpt; count on the stated rates, not on these rows.
